GLA spleen mod: inhibitors or activators of human alpha-galactosidase in spleen homogenate; P06280; human spleen homogenate, 4MU-alpha-Gal fluorescence, 40 min; Potency, µM (top dose mostly 80 µM), inactives show at the top dose activity change, negative = inhibition, hits mostly inhibitors; 0.008% of 240,000 active;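 further: 0% = enzyme with vehicle and -100% = no enzyme basal signal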
Target sequence (P06280 32-429 limits assumed): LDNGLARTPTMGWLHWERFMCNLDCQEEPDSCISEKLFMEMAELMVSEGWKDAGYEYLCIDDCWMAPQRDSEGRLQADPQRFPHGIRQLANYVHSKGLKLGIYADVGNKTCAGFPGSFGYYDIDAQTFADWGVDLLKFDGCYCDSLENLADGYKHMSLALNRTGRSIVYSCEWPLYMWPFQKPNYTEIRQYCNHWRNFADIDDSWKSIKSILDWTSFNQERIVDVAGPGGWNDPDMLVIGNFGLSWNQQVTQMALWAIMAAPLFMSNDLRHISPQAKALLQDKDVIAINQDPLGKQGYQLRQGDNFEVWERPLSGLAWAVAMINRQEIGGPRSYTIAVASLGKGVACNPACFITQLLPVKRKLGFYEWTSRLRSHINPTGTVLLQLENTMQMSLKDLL
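Fluorogenic readout (Ex 365/Em 440 nm) of 4-methylumbelliferone released from 1 mM 4-MU-alpha-galactoside by spleen homogenate, 40 min at 37C, pH 5.0. Data normalized to no-enzyme and enzyme controls; Hill-equation AC50 from compound titrations.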
GAA glycogen: alters human alpha-glucosidase cleavage of glycogen; Potency, µM (series often up to 76.4 µM), inactives show at the highest dose activity change, negative = inhibition, most hits filed as inhibitors; P10253; 0.38% of 300,000 active; recombinant GAA, glycogen substrate, Amplex Red glucose oxidase fluorescence;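 further: 0% = full enzyme reaction and -100% = no-enzyme basal signal; the screen sought inhibitors and activators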
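Recombinant human enzyme (4 nM); glycogen substrate; 37 C, 40 min, pH 5.0. Readout: coupled glucose oxidase/Amplex Red fluorescence.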
Tau fluor counter: counter-screen for tau fibril formation inhibitors | tau K18 P301L Alexa594 fluorescence, heparin fibrillization | 0.93% of 280,000 active | Potency, µM (doses to about 57.7 µM), for inactives: at the top dose activity change, negative = decrease; further: on the % scale 0 is the no-effect control and ±100 the full control effect; nearly all actives have a fitted effect of over 55% in size
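Human tau K18 P301L (15 uM unlabeled, 0.24 uM Alexa 594-labeled) in 100 mM sodium acetate pH 7 with 20 uM heparin, 6 hr at 37 C. ThT 30 uM added, 1 hr ambient; Alexa 594 FP and total fluorescence read at 555/632 nm.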
HTT cytoprotect: cytoprotection in Huntington HTT-Q103 PC12 cell model. PC12 HTT-Q103 induced, cytoprotection, ATP luminescence, 40 h. Potency, µM (series often up to 56.4 µM), without a hit: cytoprotection (ATP increase), usual class: activators. 0.14% of 230,000 active;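 further: % of control where 0% means no effect; nearly all actives have a fitted effect of over 45% in size; toxic huntingtin expression switched on by the ecdysone agonist tebufenozide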
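Quantitative HTS on tebufenozide-induced (100 nM) PC12 cells expressing HTTQ103 exon 1–GFP; compounds tested as a concentration series; survival measured via cellular ATP.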
GAA inhib: blocks human lysosomal alpha-glucosidase; P10253; purified human GAA, 4-MU-alpha-glucoside fluorescence; Potency, µM (series often up to 76.9 µM), without a hit: top-dose activity change, negative = inhibition, most hits filed as inhibitors; 0.005% of 200,000 active;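 further: plate controls were uninhibited enzyme wells for no effect and no-enzyme background for full effect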
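Human alpha-glucosidase, 4 nM, pre-mixed with test compounds before 400 uM 4-methylumbelliferyl substrate; 20 min room temperature at pH 5.0. Fluorescence read after pH 10 stop; AC50 values from Hill-equation fits.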
Tau ThT inhib: inhibitors of human tau fibril formation, thioflavin T binding; P10636; recombinant tau K18 P301L, heparin-induced fibrillization, ThT fluorescence; Potency, µM (doses to about 57.4 µM), for inactives: at the top dose activity, negative = inhibition, actives largely listed as inhibitors; 2.1% of 270,000 active; AID 1460; further: on the % scale 0 is the no-effect control and ±100 the full control effect; nearly all actives have a fitted effect of over 55% in size
Target sequence (P10636 561-689 P618L limits assumed): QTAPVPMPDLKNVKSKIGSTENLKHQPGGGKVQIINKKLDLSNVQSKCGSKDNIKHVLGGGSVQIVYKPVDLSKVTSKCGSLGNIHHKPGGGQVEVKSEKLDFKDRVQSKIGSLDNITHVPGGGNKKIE
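Using a mix of unlabeled (15 uM) and Alexa 594-labeled (0.24 uM) tau K18 P301L, heparin-triggered fibrillization over 6 hr at 37 C was scored by ThT fluorescence.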
aGlu spleen mod: lysosomal alpha-glucosidase (human) modulation; P10253; human spleen homogenate, 4-MU-alpha-glucoside fluorescence; 0.006% of 240,000 active; Potency, µM (doses to about 79.9 µM), without a hit: at the highest dose activity change, negative = inhibition, hits mostly inhibitors;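 further: 0% = enzyme with vehicle and -100% = no enzyme basal signal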
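Compounds were titrated against alpha-glucosidase in spleen homogenate at pH 5.0, with 1 mM 4-methylumbelliferyl substrate for 40 min at 37 C. Reactions were quenched with pH 10 NaOH/glycine and fluorescence measured.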
Tau fibril FP: inhibitors of human tau fibril formation | K18 P301L tau heparin fibrillization, Alexa594 FP, 6 h | Potency, µM (top dose mostly 57.7 µM), for inactives: at the top dose activity, negative = inhibition, hits mostly inhibitors | 0.39% of 280,000 active; further: on the % scale 0 is the no-effect control and ±100 the full control effect; nearly all actives have a fitted effect of over 55% in size
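Compound effects on tau fibrillization are measured by Alexa 594 fluorescence polarization (ex 555, em 632 nm). K18 P301L tau is used at 15 uM with 0.24 uM labeled tracer, and 20 uM heparin induces aggregation over 6 hr at 37 C.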
Starred values were filed as active, the others as inactive; ? = inconclusive; · = not tested or not shown; [ ] = another dose, or the depositor's remark. The call rests on the fitted dose curve; in most records, active means well fitted curve in the direction sought with a large enough effect; inconclusive means small, poorly fitted or top-dose-only effect, or another doubt; inactive means no such curve, though single readings can be large; an effect the other way counts as inactive or inconclusive. Potency means the concentration at half of the fitted maximal effect.

Value order: GLA spleen mod | GAA glycogen | Tau fluor counter | HTT cytoprotect | GAA inhib | Tau ThT inhib | aGlu spleen mod | Tau fibril FP
> COC(=O)c1ccc(C(=O)OC)c(NC(=O)COC(=O)C2CCC(C(C)(C)C)CC2)c1 (stereo unspecified)
    4% | -6% | -16% | ? | -10% | -16% | 6% | -7%
> COc1ccc(C2C(C(=O)c3cccs3)=C(O)C(=O)N2Cc2cccnc2)cc1OC (stereo unspecified)
    -1% | 2% | 6%[2.34 µM] | -51%[inhibitor][10 µM] | 9% | -2% | -2% | 7%
> CCN(CC)CCNCC(O)(c1ccc(Cl)cc1)c1ccc(Cl)cc1
    2% | 0% | -10% | -52%[inhibitor] | -4% | -14% | -18% | 0%
> CCCCN(CCCC)S(=O)(=O)c1ccc(OC)c2ncccc12
    ? | -7% | -11% | 15% | -2% | -7% | -4% | 0%
> Cc1nn(CC(=O)NCc2cccnc2)c(C)c1[N+](=O)[O-]
    7% | -5% | 11% | ? | 8% | 8% | 6% | ?
> O=C(c1ccc2c(c1)OCO2)N1CCC2(CC1)Oc1ccc(Cl)cc1C(=O)C21CC(c2ccccc2)=NO1 (stereo unspecified)
    -3% | -4% | -1% | 0%[10 µM] | · | -2% | -1% | 0%
> COc1cccc(C(=O)c2ncc(C(F)(F)F)cc2Cl)c1
    9% | 6% | -9% | -33%[inhibitor] | -7% | -3% | -7% | 1%
> COC(=O)c1ccccc1N=Nc1c(N)n[nH]c1N
    6% | ? | -13% | 3%[10 µM] | -7%[15.4 µM] | ? | 5% | 8%
> CN1CCN(CCCNC(=O)c2cc3c(=O)oc4ccccc4c3s2)CC1
    26% | 8% | 9% | 7% | -3% | -7% | 7% | 9%
> O=C(O)CCC/C=C\C/C=C\C=C\[C@@H](O)C/C=C\CCCCCO
    3% | · | -1% | -16% | · | -2% | 0% | 0%
> Cc1cc(/C=C2\SC(=Nc3ccc(N4CCOCC4)cc3)N(C)C2=O)c(C)n1-c1cccnc1
    -2% | 1% | -28% | 0%[10 µM] | -3% | ? | -4% | 14%
> COc1ccc(/C(N)=N/OC(=O)c2ccco2)cc1
    11% | -11% | 3% | -129%[inhibitor] | 4% | -3% | 6% | -7%
> CSc1ncc(C(=O)Nc2ccccc2C(F)(F)F)c(-c2ccccc2)n1
    · | -1%[76.3 µM] | -3% | · | · | 6% | · | -9%
> CC(C)CC(C(=O)Oc1ccc2c3c(c(=O)oc2c1)CCC3)N1C(=O)c2ccccc2C1=O (stereo unspecified)
    ? | 4% | -9% | 7%[10 µM] | ? | -11% | 5% | -4%
> COC1CCCN(Cc2nc(Cc3ccccc3F)no2)C1 (stereo unspecified)
    -8% | 9% | 1% | 0%[10 µM] | 1% | 2% | -4% | -3%
> COc1ccc(-c2csc(C3=C(O)CN(C(C)C)C3=N)n2)cc1OC
    -1% | 5% | -21% | -36%[inhibitor] | 1% | ? | 7% | 15%
> COc1ccc(-c2occ(C(=O)O)c2C(=O)O)cc1
    2% | 5% | -8% | 0% | -9% | -12% | 2% | -5%
> CCCS(=O)(=O)N1CCCC(C(=O)NCCN2CCC(Cc3ccccc3)CC2)C1 (stereo unspecified)
    0% | -2% | 4% | -14% | 3% | -1% | 7% | -2%
> CCOc1cc2c(cc1OC)C(c1cccc([N+](=O)[O-])c1)NCC2 (stereo unspecified)
    3% | -4% | 3% | -25% | 1% | -1% | -4% | -1%
> O=C(c1cc([N+](=O)[O-])[nH]n1)N1CCSCC1
    -8% | 3% | 3% | 7%[10 µM] | · | -1% | -14% | 5%

3 of the compounds above, in markdown:
| molecule | GLA spleen mod | GAA glycogen | Tau fluor counter | HTT cytoprotect | GAA inhib | Tau ThT inhib | aGlu spleen mod | Tau fibril FP |
| --- | --- | --- | --- | --- | --- | --- | --- | --- |
| Cc1cc(/C=C2\SC(=Nc3ccc(N4CCOCC4)cc3)N(C)C2=O)c(C)n1-c1cccnc1 | -2% | 1% | -28% | 0%[10 µM] | -3% | ? | -4% | 14% |
| CCCCN(CCCC)S(=O)(=O)c1ccc(OC)c2ncccc12 | ? | -7% | -11% | 15% | -2% | -7% | -4% | 0% |
| COc1cccc(C(=O)c2ncc(C(F)(F)F)cc2Cl)c1 | 9% | 6% | -9% | -33%[inhibitor] | -7% | -3% | -7% | 1% |

Next section:
Value order: GLA spleen mod | GAA glycogen | Tau fluor counter | HTT cytoprotect | GAA inhib | Tau ThT inhib | aGlu spleen mod | Tau fibril FP
> CCOC(=O)CCCc1sc(N)nc1-c1[nH]c(=O)[nH]c1C
    1% | ? | 4% | -12% | -8% | -9% | -6% | -8%
> CC(=O)N(c1nc(/C=C\C(=O)O)cs1)c1ccccc1F
    17% | -1% | -13% | -1%[10 µM] | · | · | 6% | -6%
> OCCN(CCO)c1ccc2ccccc2c1
    ? | -6% | -17% | -25% | ? | -16% | ? | -5%
> COc1cc(OC)c(C(=O)CCCN2CCCC2)c(OC)c1
    0% | 1% | -3% | ? | 2%[15.4 µM] | -5% | 7% | -3%
> Cc1ccc(O)c(-c2cc(C(=O)Nc3cccnc3)[nH]n2)c1
    3% | 2% | -18% | 4%[10 µM] | -2% | ? | 6% | -4%
> CCOC(=O)CC(=O)NC(CC(=O)OC)c1ccc(C(C)C)cc1 (stereo unspecified)
    -1% | -3% | 11% | -14%[10 µM] | -11% | 4% | -1% | 5%
> CC1CCCN(C(=O)CSc2nnc(-c3cccnc3)n2C2CCCCC2)C1 (stereo unspecified)
    -15% | 5% | -5% | -3%[10 µM] | -2% | -8% | -8% | -5%
> CCSS(=O)(=O)c1cccc2cccnc12
    10% | ? | 10% | 2%[10 µM] | · | ? | 2% | ?
> O=C1C(=O)N(CC2CCCO2)C(c2ccco2)/C1=C(/O)c1ccc(F)cc1 (stereo unspecified)
    -5% | 14% | 3% | -16% | 8% | 1% | 0% | -7%
> CN(C)c1ccc(-c2nn3c(-c4cccnc4)nnc3s2)cc1
    1% | 1% | -18% | -10% | 5% | -26% | -3% | -10%
> CCOc1ccc(/C=C(/NC(=O)c2ccccc2Cl)C(=O)O)cc1
    2% | 11% | 15% | -23% | 3% | 9% | -6% | 8%
> CC(NC(=O)c1ccccc1NC(=O)c1ccccc1)C(=O)N1CCOCC1 (stereo unspecified)
    6% | -7% | 6% | -22%[10 µM] | -14% | 3% | 7% | 0%
> O=C(Cn1ncc2c3ccccc3n(Cc3ccc(Cl)cc3)c2c1=O)NCc1ccccn1
    · | -11%[76.3 µM] | -12% | · | · | -5% | · | 1%
> O=C(O)CC12CC3CC(C1)CC(n1ncc(NCc4ccco4)c(Cl)c1=O)(C3)C2
    5% | 5% | 2% | 16%[10 µM] | · | -7% | 7% | -4%
> CC1(C)Cc2nc(N3CCOCC3)c(C#N)cc2CO1
    21% | 0% | 5% | -7% | ? | 0% | 6% | 0%
> CS(=O)(=O)N1CCc2ccccc2C1
    1% | 1% | 5% | 3%[10 µM] | -5% | 1% | 4% | 6%
> CCC(C)(C)n1nnnc1C(CC(C)C)N1CCC(C(N)=O)CC1 (stereo unspecified)
    6% | 9% | 0% | -15% | 2% | -5% | -5% | -3%
> FC(F)(F)c1nc(-c2ccncc2)ncc1-c1nnnn1-c1ccccc1
    3% | 6% | -9% | 8% | 7% | -2% | -5% | 1%
> COCc1[nH]nc2c1C(C1C=CCCC1)C(C#N)=C(N)O2 (stereo unspecified)
    2% | -6% | -8% | -13% | 5% | -14% | 5% | 0%
> COc1cc(C(=O)NNC2=NC(C)(C)Cc3cc(C)c(C)cc32)cc(OC)c1OC
    5% | 13% | -5% | 26%[10 µM] | 5% | -9% | 9% | 6%
> COc1ccc(/C=C/C(=O)c2ccccc2O)cc1CN1CCOCC1
    -3% | 3% | -5% | 1% | -1% | -19% | -4% | 1%
> NC(=O)CCN1CCN(Cc2nc(C(c3ccccc3)c3ccccc3)no2)CC1
    6% | -11% | -1% | -33%[inhibitor] | 1% | -12% | 2% | 5%
> CCOC(=O)C(Cc1ccccc1)C(=O)Nc1ccc(N(CC)CC)cc1 (stereo unspecified)
    8% | 12% | -24% | 11%[10 µM] | -16% | -15% | -19% | 15%
> O=C(CCCn1c(=O)c2cccn2c2cccnc21)NCc1ccc(F)cc1
    · | -6%[76.3 µM] | -24% | · | · | ? | · | -10%
> Cc1ccc(NNC(=O)c2ccno2)cc1Cl
    -8% | ? | -18% | -14%[10 µM] | -6% | ? | -2% | -5%
> COc1ccccc1/C=C1/C(=O)N(c2cc(C)cc(C)c2)C(c2cccc([N+](=O)[O-])c2)S1(=O)=O (stereo unspecified)
    -2% | 13% | -7% | -30%[10 µM] | -1% | 1% | -3% | -8%
> COc1ccc(-c2nc3ccccc3n3c(-c4ccc(OC)cc4)c4c(=O)n(C)c(=O)n(C)c4c23)cc1
    · | 10%[76.3 µM] | -22% | · | · | ? | · | -4%
> O=C(c1ccc(-c2ccccc2)cc1)C1CCCN(C(=O)Cn2cncn2)C1 (stereo unspecified)
    3% | 14% | -11% | -7%[10 µM] | · | 0% | 7% | -5%
> O=C(CCNc1ccc(F)cc1)c1ccco1
    4% | -4% | -1% | -9% | -2% | -14% | -3% | 1%
> COc1ccc(-c2cc(C(F)F)n3ncc(C(=O)N4CCc5ccccc5C4)c3n2)cc1
    6% | 6% | 11%[2.34 µM] | 1%[10 µM] | 13% | 4% | 1% | 5%
> Cc1cccc(OCC(=O)O/N=C(\N)Cc2ccc(Cl)cc2)c1
    5% | -1% | -10% | 5% | -5% | -11% | -16% | -3%
> O=C(Cn1c(=O)n(-c2ccc(Cl)cc2)c(=O)c2sc3ccccc3c21)NC1CCCC1
    · | 10%[76.3 µM] | -12% | · | · | 3% | · | -10%
> CC(C)(C)c1cc[n+](/C(C(=S)Nc2ccccc2F)=C(/[O-])c2ccc3c(c2)OCCO3)cc1
    2% | -8% | -20% | 16% | -6% | ? | -10% | -4%
> CC(=O)c1cccc(NC(=O)CCOc2ccccc2)c1
    5% | -6% | 0% | 0% | -1% | -7% | 4% | 3%
> Cc1nn(C(C)C(=O)NNC(=S)Nc2ccc(F)cc2)c(C)c1[N+](=O)[O-] (stereo unspecified)
    -4% | 13% | -8% | -17% | -3% | -6% | -2% | 10%
> COC(=O)c1cc(OC)c(OC)cc1NC(=O)c1cccnc1
    -5% | 3% | -4% | 2%[1.9 µM] | -5% | -7% | -9% | -10%
> O=C(Nc1nc2c(s1)CCCC2)c1ccccc1F
    · | -6%[76.3 µM] | -9% | · | · | ? | · | -10%

High-throughput results as filed in PubChem.

This is a random part of the collection, and some 3.3% of all compounds hit somewhere here.
